# Screening data deposited in PubChem by National Center for Advancing Translational Sciences (NCATS).
# ASM inhibitor: Inhibitors of Secretory Acid Sphingomyelinase (S-ASM): qHTS; Sphingomyelin phosphodiesterase (Homo sapiens), P17405; placental ASM, HMU-PC fluorogenic substrate, 60 min; Potency, µM (doses to about 57.5 µM), without a hit: top-dose activity change, negative = inhibition, hits mostly inhibitors; 340,000 compounds, 0.006% hits; further: potency means the concentration at half of the fitted maximal effect
#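 Fluorescence read-out (Ex 386 nm, Em 447 nm) after stopping the reaction at pH 10. Enzyme: ASM from human placenta; substrate HMU-PC0, 9 uM final; 60 min, 37 °C. Compound preincubation 10 min, ambient temperature.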
# TSG101-PTAP inh: qHTS Assay for Iinhibitors of HIV-1 Budding by Blocking the Interaction of PTAP/TSG101; Tumor susceptibility gene 101 protein (Homo sapiens), Q99816; Fluorescence polarization, FITC-PTAP peptide / Tsg101 binding; Potency, µM (titrated, usually from 115 µM), inactives show at the highest dose activity change, negative = inhibition, actives largely listed as inhibitors; 340,000 tested, under 10 active; AID 493005, 2010; active means well fitted inhibition curve with a large enough effect in the main read-out, with a control signal flat, not every such curve was filed as active; inconclusive means small, poorly fitted or top-dose-only effect, or effect the other way, or a change in a side signal; inactive means no such curve, though single readings can be large or run the other way; further: potency means the concentration at half of the fitted maximal effect; % of control where 0% means no effect
# Target sequence (Q99816 whole entry, looked up): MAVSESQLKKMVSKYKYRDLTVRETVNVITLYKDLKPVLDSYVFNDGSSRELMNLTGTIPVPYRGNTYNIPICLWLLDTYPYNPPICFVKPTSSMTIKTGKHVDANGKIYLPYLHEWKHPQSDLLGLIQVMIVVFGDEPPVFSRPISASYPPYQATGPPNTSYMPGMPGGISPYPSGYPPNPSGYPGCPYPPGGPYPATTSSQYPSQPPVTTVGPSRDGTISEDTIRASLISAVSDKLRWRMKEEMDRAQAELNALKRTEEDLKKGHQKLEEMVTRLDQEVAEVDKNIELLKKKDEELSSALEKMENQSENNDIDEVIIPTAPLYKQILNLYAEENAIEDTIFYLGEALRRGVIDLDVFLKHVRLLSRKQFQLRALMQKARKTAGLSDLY
#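 FP read-out: FITC-PTAP peptide, 50 nM final, binding Tsg101 binding domain, 10 uM final; 20 min, r.t.; 10 mM HEPES pH 7.5, 0.15 M NaCl, 0.01% Tween 20, 3 mM EDTA, 0.1 mM TCEP.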
# TCR act: Activators of T cell receptors: qHTS campaign; primary human leukocytes, anti-CD3, IL-2 HTRF, 48 h; Potency, µM (series often up to 9.22 µM), inactives show at the highest dose activation of IL-2 secretion, most hits filed as activators; 330,000 tested, under 10 active; AID 504894, 2011; further: % of control where 0% means no effect
#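 Primary human leukocytes were stimulated with a-CD3 beads plus compounds for 48 hr without co-stimulation; secreted IL-2 was quantified by HTRF using a-IL-2-K (europium cryptate) and a-IL-2-d2, excited at 320nm with acceptor emission read at 665nm.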
# MBNL1 CUG block: qHTS Assay for Inhibitors of MBNL1-poly(CUG) RNA binding; 280,000 compounds, 0.036% hits; TR-FRET MBNL1-His/biotin-(CUG)12 binding, 665/545 ratio; Potency, µM (series often up to 57.5 µM), for the others: at the highest dose activity change, negative = inhibition, most hits filed as inhibitors; active means well fitted inhibition curve with a large enough effect in the signal ratio, with a control signal flat, not every such curve was filed as active; inconclusive means small, poorly fitted or top-dose-only effect, or effect the other way, or a change in a side signal; inactive means no such curve, though single readings can be large or run the other way; the % refers to the signal ratio; further: potency means the concentration at half of the fitted maximal effect; on the % scale 0 is the no-effect control and ±100 the full control effect
#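 TR-FRET between His-tagged MBNL1 and biotin-(CUG)12 RNA, detected with Tb anti-His antibody (0.055 ng/ul) and streptavidin-XL665 (5 nM), 60 min at room temperature. Compounds titrated 92 nM to 58 uM; 665/545 nm ratio normalized to buffer and complex controls.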
# CXXC DNA block: qHTS Fluorescence Polarization Assay for Inhibitors of MLL CXXC domain - DNA interaction; Histone-lysine N-methyltransferase 2A (Homo sapiens), Q03164; MLL-CXXC / FITC-HOXA9 DNA fluorescence polarization; 290,000 compounds, 0.037% hits; Potency, µM (series often up to 115 µM), for the others: at the top dose activity change, negative = inhibition, most hits filed as inhibitors; active means well fitted inhibition curve with a large enough effect in the polarisation, with a control signal flat, not every such curve was filed as active; inconclusive means small, poorly fitted or top-dose-only effect, or effect the other way, or a change in a side signal; inactive means no such curve, though single readings can be large or run the other way; the % refers to the polarisation; further: potency means the concentration at half of the fitted maximal effect
#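 Fluorescence polarization: 7 uM MLL-CXXC (stock) preincubated 5 min with compounds, then 50 nM fluorescein-HOX-A9 DNA (stock) added; 30 min ambient. Buffer 50 mM Tris-HCl pH 7.5, 50 mM NaCl, 1 mM DTT, 0.05% BSA.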
# TSHR antag: Antagonists of the Thyroid Stimulating Hormone Receptor: HTS campaign; activity change, negative = inhibition, % at 11.5 µM; AID 504810, 2011; TSHR-expressing cells, TSH-stimulated cAMP HTRF, 2 h; stronger effect = lower value; Thyrotropin receptor (Homo sapiens), P16473; 330,000 compounds, 0.2% hits;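 active means activity change below a set negative limit, meaning inhibition stronger than a set level, cut at about -70% in these data; inconclusive means activity change between two set negative limits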; further: on the % scale 0 is the no-effect control and ±100 the full control effect
# Target sequence (P16473 whole entry, looked up): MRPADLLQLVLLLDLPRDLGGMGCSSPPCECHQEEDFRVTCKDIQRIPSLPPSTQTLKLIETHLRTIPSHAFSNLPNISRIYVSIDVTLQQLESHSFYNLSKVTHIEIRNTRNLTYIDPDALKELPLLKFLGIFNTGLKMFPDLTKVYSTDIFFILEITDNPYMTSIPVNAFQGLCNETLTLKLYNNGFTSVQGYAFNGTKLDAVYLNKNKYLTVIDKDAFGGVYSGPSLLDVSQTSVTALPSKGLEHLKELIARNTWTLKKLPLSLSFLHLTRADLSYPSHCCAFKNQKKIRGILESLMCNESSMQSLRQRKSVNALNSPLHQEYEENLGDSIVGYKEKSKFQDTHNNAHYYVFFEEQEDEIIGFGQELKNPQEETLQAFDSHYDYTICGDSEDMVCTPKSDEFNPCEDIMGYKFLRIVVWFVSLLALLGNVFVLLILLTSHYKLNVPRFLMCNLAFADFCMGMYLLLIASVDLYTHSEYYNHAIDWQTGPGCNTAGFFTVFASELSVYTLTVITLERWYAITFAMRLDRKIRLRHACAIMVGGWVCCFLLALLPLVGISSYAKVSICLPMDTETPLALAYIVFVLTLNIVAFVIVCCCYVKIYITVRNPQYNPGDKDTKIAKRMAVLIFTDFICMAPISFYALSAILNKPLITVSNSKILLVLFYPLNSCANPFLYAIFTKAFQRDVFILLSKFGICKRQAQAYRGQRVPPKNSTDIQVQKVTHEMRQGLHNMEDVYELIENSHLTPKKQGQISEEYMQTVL
#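 TSHR-expressing cells were treated with compounds, then stimulated with TSH at EC80 (4nM final) for 2 hours at 37 deg C. Cellular cAMP was measured by HTRF competition between lysate cAMP and cAMP-d2 for a cryptate-labelled anti-cAMP antibody.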
# Menin MLL FP TR: qHTS Assay for Inhibitors Targeting the Menin-MLL Interaction in MLL Related Leukemias: Competition With Texas Red Labeled MLL-derived Mutant Peptide | O00255 | Menin + Texas Red MLL mutant peptide, fluorescence polarization | Potency, µM (series often up to 61.6 µM), without a hit: at the top dose FP activity change, negative = inhibition, hits mostly inhibitors | 270,000 compounds, 0.23% hits | AID 1768, 2009; active means well fitted inhibition curve with a large enough effect in the polarisation, with a control signal flat, not every such curve was filed as active; inconclusive means small, poorly fitted or top-dose-only effect, or effect the other way, or a change in a side signal; inactive means no such curve, though single readings can be large or run the other way; the % refers to the polarisation; further: potency means the concentration at half of the fitted maximal effect; % of control where 0% means no effect; many of its hits are not listed in these tables
# A-T KAP1 phos: qHTS Assay for Identifying a Potential Treatment of Ataxia-Telangiectasia; […] A-T fibroblasts, KAP-1 phosphorylation AlphaLISA; neocarzinostatin DNA damage 30 min before lysis; 320,000 compounds, 0.19% hits; AID 485349, 2010; Potency, µM (top dose mostly 57.5 µM), inactives show top-dose activation, usual class: activators; further: potency means the concentration at half of the fitted maximal effect; % of control where 0% means no effect; nearly all actives have a fitted effect of over 45% in size
#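 hTERT-immortalized A-T patient fibroblasts ([…]), 500 cells/well in OPTI-MEM, 1% FBS, got compounds for 60 min, then NCS for 30 min at 37C. Lysates were then assayed for phospho-KAP-1 by AlphaLISA (anti-pKAP1 donor, anti-KAP1 acceptor beads), 6 hr at 25C.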
# a7 integrin act: qHTS for Activators of Integrin-Mediated Alleviation for Muscular Dystrophy; alpha7betagal myoblasts, beta-gal FDG fluorescence, 48 h; Potency, µM (doses to about 38.3 µM), without a hit: at the highest dose activation, usual class: activators; 350,000 compounds, 0.064% hits;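 further: potency means the concentration at half of the fitted maximal effect; 100% = response of the positive control SU9516; nearly all actives have a fitted effect of over 60% in size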
#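 alpha7betagal+/- myoblasts (passage 13, 250/well) treated 48 h at 37C with compounds at 1:260 dilution of DMSO stock. Lysed, then beta-galactosidase activity read as FDG fluorescence (ex 480/em 540) after 30 min, with pre-read for autofluorescence.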
# Mito fusion act: qHTS Assay for Small Molecule Inhibitors of Mitochondrial Division or Activators of Mitochondrial Fusion; Potency, µM (titrated, usually from 46.1 µM), without a hit: at the top dose growth rescue (activation), most hits filed as activators; 320,000 compounds, 0.23% hits; S. cerevisiae fusion-defective mutant growth rescue, CellTiterGlo 48 h; AID 485298, 2010;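 further: potency means the concentration at half of the fitted maximal effect; % of control where 0% means no effect; nearly all actives have a fitted effect of over 45% in size; temperature-sensitive fusion mutants such as fzo1-1 at 37 °C on non-fermentable ethanol glycerol medium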
#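 Luminescent cell viability in 1536-well qHTS format served as the measure of rescued growth in ts fusion-mutant S. cerevisiae cultured on non-fermentable YPEG for 48 hours at 37C.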
# * marks the source's active call; other numbers are inactive results; ? = inconclusive; · = not tested or not shown; [ ] = dose if it differs, or a comment. Unless noted, the call rests on the fitted dose curve; in most records, active means well fitted curve in the direction sought with a large enough effect; inconclusive means small, poorly fitted or top-dose-only effect, or another doubt; inactive means no such curve, though single readings can be large; an effect the other way counts as inactive or inconclusive. Some of the compounds tested (hit frequency here may not be typical).
SMILES,ASM inhibitor,TSG101-PTAP inh,TCR act,MBNL1 CUG block,CXXC DNA block,TSHR antag,Menin MLL FP TR,A-T KAP1 phos,a7 integrin act,Mito fusion act
CCOC(=O)C(C(=O)OCC)C(C)C#CCN1CCCCC1 (centres undefined),4%,-6%,5%,1%,-2%,10,-4%,-5%,-17%,0%
CC1=C(C(N)=O)C(c2cccnc2)n2nc(SCc3ccccc3Cl)nc2N1 (centres undefined),-2%,-4%,-5%[46.1 µM],25µM*,2%,-12,16%,·,25%,-1%
C[C@H]1CCC(=O)N([C@H](CSc2ccccc2)Cc2ccccc2)CC1,-4%,0%,-3%,-13%,0%,-12,1%,-10%,6%,-6%
CCCn1c(-c2nonc2N)nc2ccccc21,-1%,0%,12%[46.1 µM],9%,1%,4,0%,1%,44%,-1%
COCCN(C(=O)COC(=O)CSc1ccc2ccccc2c1)c1c(N)n(Cc2ccccc2)c(=O)[nH]c1=O,0%,3%,1%,·,·,-5,·,1%,-4%,-7%
CC(CN1CCCCC1)OC(=O)c1ccccc1Cl (centres undefined),6%,-1%,4%,-12%,-1%,34,24%,9%,28%,-3%
CCCCc1nn(-c2cc(Cl)ccc2OC)c2c1C(=O)CCC2,-1%,-5%,3%,-8%,9%,-14,3%,26%,-7%,?
CCN(c1ccc(OC)cc1)S(=O)(=O)c1nnc(NC(=O)c2ccccc2Cl)s1,-12%,-8%,1%,-2%,2%,-11,·,-2%,6%,11%
CC(=O)N1CCc2cc(NC(=O)c3ccc(C)cc3)ccc21,-1%,-3%,3%,-4%,3%,2,1%,1%,36%,6%
COCCN1C(=O)c2oc3ccccc3c(=O)c2C1c1ccc(OC)c(OC)c1 (centres undefined),2%,-4%,5%,-30%,9%,2,2%,4%,12%,-1%
Clc1ccccc1Nc1ncnc2c1nnn2Cc1ccccc1,-2%,-7%,-9%,-8%,-1%,-21,-10%,-2%,27%,-2%
Cc1ccc(NC(=S)NC(=O)c2cncc(Br)c2)cc1Cl,-4%,-2%,11%,·,·,·,·,·,3%,·
N#C/C(=C\c1cc2ccccc2nc1N1CCOCC1)C(=O)Nc1ccc(N2CCOCC2)cc1,-27%,-4%,4%[46.1 µM],21%,?,-17,-23%,-5%,21%,-2%
COc1ccccc1NC(=S)NC(=O)C(C)C,4%,-2%,3%,-3%,-1%,1,17%,1%,16%,-11%
O=C1CN(S(=O)(=O)c2ccc([N+](=O)[O-])cc2)CC(=O)N1,6%,3%,-3%,?,18%,-15,-12%,6%,1%,5%
Cc1ccc(S(=O)(=O)N2CCC(C(=O)OC(C)C(=O)NC3CCCCC3C)CC2)cc1 (centres undefined),5%,-2%,·,·,·,-3,·,-1%,5%,-7%
CCCC(=O)Nc1ccc(S(=O)(=O)Nc2cc(OC)ncn2)cc1,2%,-5%,-2%,3%,-5%,-10,-9%,15%,-21%,3%
CCOC(=O)C1=C(C)NC2=C(C(=O)C(C(=O)OCC)C(c3cccc(OC)c3)C2)C1c1ccccn1 (centres undefined),443%[activator],-1%,5%,17%,4%,-10,-16%,20%,1%,1%
Cc1ccc(N2CC(C(=O)N3CCC4(CC3)CC(=O)c3ccccc3O4)CC2=O)cc1 (centres undefined),-1%,-1%,-2%,·,·,1,·,-8%,-4%,-2%
COCCOC(=O)C1=C(C)NC(=O)NC1c1c(OC)ncnc1OC (centres undefined),4%,-9%,-3%,-11%,1%,11,7%,-5%,1%,-27%
CCOC(=O)c1c(C)[nH]c(C)c1C(=O)CN1C(=O)NC2(CCC(C)CC2)C1=O (centres undefined),-1%,-5%,1%,-4%,-3%,-6,·,0%,18%,2%
C=C(C)c1cccc(C(C)(C)NC(=O)N2CCN(C/C=C/c3ccccc3)CC2)c1,0%,-4%,-6%,-6%,24%,15,-15%,7%,-39%,-6%
COC(=O)c1ccc(=O)n(Cc2ccco2)c1,49%[activator],0%,-1%[46.1 µM],-3%,11%,9,9%,0%,5%,-1%
Cc1ccc(S(=O)(=O)c2nnn3c2nc(N2CCN(c4ccccn4)CC2)c2ccccc23)cc1C,-2%,2%,-2%,-1%,1%,0,-1%,1%,13%,1%
COc1ccc(-n2ncc3c(N4CCCc5ccccc54)ncnc32)cc1,-5%,0%,13%,-1%,6%,-9,-6%,-4%,?,0%
CCOCCc1c(O)nc(SC)[nH]c1=O,0%,0%,8%,-11%,4%,31,3%,0%,25%,8%
CCn1nc(C(=O)Nc2ccc(Cl)c(S(=O)(=O)N3CCOCC3)c2)c2ccccc2c1=O,-9%,-17%,0%,·,·,-7,·,8%,-10%,27%
CCOc1ccc(N(CC(=O)N2CCN(c3ccccc3F)CC2)S(=O)(=O)c2c(C)noc2C)cc1,-1%,14%,7%,4%,51%[activator],-33,·,2%,20%,-1%
S=C(NCc1ccco1)N1CCC(c2nc3ccccc3o2)CC1,-2%,-5%,2%,-11%,8%,-11,8%,-2%,4%,17%
O=[N+]([O-])c1ccc(Oc2ccc(S(=O)(=O)N3CCOCC3)cc2)cc1,0%,-7%,1%,?,-2%,-11,5%,-3%,8%,-5%
CCc1cccc(NC(=O)CCC(=O)N2CCSc3ccccc32)c1,0%,-4%,7%,2%,·,9,-1%,-8%,4%,-2%
Cc1ccsc1C(=O)OCC(=O)N1CCOCC1,3%,-4%,2%,-2%,-8%,0,1%,2%,16%,-2%
CCC1Nc2ncnc(N3CCN(c4ccccn4)CC3)c2N(Cc2ccc(Cl)cc2)C1=O (centres undefined),12%,-1%,2%,·,·,-24,·,-3%,-52%[inhibitor],11%
CSc1c(SCc2ccccc2)cnn(-c2ccccc2)c1=O,-10%,-1%,25%[46.1 µM],·,13%,-12,-8%,1%,-19%,-1%
CCCCCN(C(=O)CCC(=O)OCC(=O)N(CC)C1CCCCC1)c1c(N)n(CCCC)c(=O)[nH]c1=O,-6%,-1%,3%,·,·,5,·,-2%,3%,-3%
Cc1cc(NC(=O)COc2ccccc2C)ccc1NC(=O)c1cccs1,-3%,-1%,-29%,-1%,3%,-4,5%,1%,1%,-5%
CN1CCc2ccccc2C1Cc1ccccc1NC(=O)c1sc2ccccc2c1Cl (centres undefined),-9%,-9%,1%,11%,-3%,-6,?,7%,8%,0%
O=C(O)C1SCCN1S(=O)(=O)c1ccc(N=NN2CCOCC2)cc1 (centres undefined),2%,0%,11%,16%,-5%,14,-10%,0%,16%,2%
O=C(O)c1cc(NC(=O)c2cccc(F)c2)cc(NC(=O)c2cccc(F)c2)c1,4%,-3%,-2%,-9%,-19%,48,6%,16%,25%,6%
Cc1ccc(-n2ncc3c(NCCCn4ccnc4)ncnc32)c(C)c1,-1%,-2%,-3%,-3%,-4%,0,-15%,-6%,4%,3%
C=CCOc1ccccc1/C=N/NC(=O)c1ccc(Cl)cc1Cl,-4%,1%,-3%[46.1 µM],-7%,4%,-1,-11%,5%,8%,0%
Nc1c(Cl)cc(-c2csc(NCCc3nc4cc(Cl)c(Cl)cc4n3CCCO)n2)cc1Cl,-10%,0%,-7%,9%,14%,-9,?,-3%,6%,5%
CN1CCN(c2cc(=O)n(C3CCCCC3)c(=O)[nH]2)CC1,-2%,-5%,-12%,-1%,-1%,9,0%,4%,4%,-5%
CC(NC(=O)c1ccc(Cl)cc1)C1CC2CCC1C2 (centres undefined),0%,2%,0%,-4%,1%,-13,-16%,16%,16%,-10%
Cc1cccc2sc(NC(=O)c3cc(S(=O)(=O)N(C)C)ccc3N3CCCC3)nc12,-1%,-2%,-6%,-5%,-17%,-6,4%,-3%,19%,3%
Cc1ccc(N(CC(=O)NC2CCCCC2)C(=O)CCC(=O)Nc2nccs2)cc1,-2%,1%,0%,-2%,5%,-6,-11%,6%,-71%[inhibitor],-5%
